Bioassay records from PubChem.
S100A4 inh HTS = inhibitors of S100A4-myosin IIA peptide binding, primary screen, biochemical, fluorescence polarization, TAMRA-MyoIIA peptide | inhibition, % at 10.7 µM | 360,000 tested, 0.14% active | AID 652163, 2013;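 active = mean inhibition of at least 70% across replicates, with every replicate also reaching that level; inconclusive = mean inhibition reaches 70% but some replicates fall short; inactive = mean inhibition below 70%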
Target sequence (P26447 whole entry, looked up): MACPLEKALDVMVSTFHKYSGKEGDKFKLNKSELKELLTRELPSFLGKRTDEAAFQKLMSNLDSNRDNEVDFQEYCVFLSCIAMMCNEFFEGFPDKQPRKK
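assay system = human S100A4 monomer with TAMRA-labelled myosin IIA peptide | also added = labelled myosin peptide probe, 5 nM | incubation = 5 min between mix addition and reading | control set = DMSO and TFP controls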
Xi reactivation = activators of inactive X chromosome reactivation, primary screen, imaging, XiGFP fibroblasts, GFP high-content imaging, set 2; XiGFP mouse fibroblasts, % GFP-positive cells imaging, 3 d; cells co-treated with 5-aza-dC sensitizer; scaled so ellipticine positive control = 100%; activation, % at 7.58 µM; 360,000 tested, 0.055% active; AID 743238, 2013;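 active = mean normalized replicate activation at least 10% and every replicate at or above 10%; inconclusive = only one of the two criteria met; inactive = mean below 10% and not all replicates reach 10%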;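 note: 0% = median of on-plate neutral control wells and 100% = ellipticine 6 µM median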
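System: 68-5-11 XiGFP fibroblast line | Buffer or medium: DMEM containing 5-aza-dC | Compound: Single point | Times: Compounds 3 days, fix/stain 15 min at room temperature | Benchmarks: Positive control ellipticine, 6 µM final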
esBAF inh = Bmi1 luciferase reporter increase in mESCs, primary screen, esBAF inhibitor project, mouse ES cells, Bmi1 luciferase knock-in, single point | 350,000 tested, 2% active | reporter increase, % at 12.5 µM | 24 h; 100% = twice the neutral-well signal; in the data active = activation above about 40%; inconclusive = no clear call, values can overlap the other calls;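 note: 0% = median of the plate's neutral control wells and 100% = double that signal; a rise in the Bmi1 reporter signal indicates esBAF inhibition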
ERAP1 inh = human ERAP1 aminopeptidase inhibitors, primary screen, biochemical, single point, plate reader; Endoplasmic reticulum aminopeptidase 1 (Homo sapiens), Q9NZ08; recombinant ERAP1, Leu-AMC fluorescence, 60 min; inhibition, % at 10.7 µM; 340,000 tested, 0.15% active;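 active = mean replicate inhibition of at least 30%, or all replicates individually reaching that 30% level; inactive = mean below 30% and not every replicate reaching it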;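 note: 0% = neutral control wells and 100% = L-leucinethiol positive control wells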
RAD54 branch = inhibitors of human RAD54 branch migration, primary screen, biochemical, fluorescence, single point | inhibition, % at 10.4 µM | AID 602329, 2012 | DNA repair and recombination protein RAD54-like (Homo sapiens), Q92698 | RAD54 Holliday junction branch migration, FAM/BHQ fluorescence | 360,000 tested, 0.14% active;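 active = mean normalized replicate activity at least 40 and at least half of replicates scoring 40 or more; inconclusive = only one of the two criteria met; inactive = mean below 40 and under half of replicates reaching 40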;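 note: 0% = median of neutral control wells and 100% = median of positive control wells; inhibitors cause a drop in the FAM fluorescence signal; in these data hits start at about 50%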
ERp5 inh = inhibitors of ERp5-driven insulin aggregation, primary screen, biochemical, turbidity, absorbance 650 nm, single point. Protein disulfide-isomerase A6 (Homo sapiens), Q15084. 90 min. inhibition, % at 9.99 µM. 350,000 tested, 0.05% active;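 active = mean replicate inhibition above about 25%, with every replicate also reaching it, limit read from the data, passing the limit was not always enough; inconclusive = only one of those two criteria met; inactive = neither criterion met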
Target sequence (Q15084 whole entry, looked up): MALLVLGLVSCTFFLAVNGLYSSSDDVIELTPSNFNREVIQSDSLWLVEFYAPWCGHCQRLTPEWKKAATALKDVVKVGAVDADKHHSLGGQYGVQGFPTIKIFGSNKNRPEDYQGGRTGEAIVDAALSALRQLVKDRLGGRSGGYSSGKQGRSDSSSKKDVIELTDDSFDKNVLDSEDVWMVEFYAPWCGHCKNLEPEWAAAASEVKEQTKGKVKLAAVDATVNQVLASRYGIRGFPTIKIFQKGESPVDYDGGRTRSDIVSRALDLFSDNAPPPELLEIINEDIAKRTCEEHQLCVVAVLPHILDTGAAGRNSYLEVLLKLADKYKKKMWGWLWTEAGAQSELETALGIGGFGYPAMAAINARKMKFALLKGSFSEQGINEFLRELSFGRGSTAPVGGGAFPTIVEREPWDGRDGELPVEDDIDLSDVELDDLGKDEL
E-selectin induc = E-selectin induction in HUVECs, primary screen, imaging, HUVEC, immunofluorescence imaging, single point; normalized: neutral wells 0, TNF-alpha wells 100; AID 686992, 2013; P16581; activation, % at 7.58 µM; 260,000 tested, 0.37% active;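 active = mean E-selectin-positive cell signal at least 10% of the positive control, reached in at least 60% of replicates, without over 20% cell loss; inconclusive = no rule given, readout overlaps actives, possibly toxicity-flagged; inactive = the rest, including those meeting only one limit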;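 note: in these data hits start at about 27%; measured in HUVEC primary endothelial cells; signal is the percent of cells scored E-selectin positive by PE staining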
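Read-out: % PE-positive cells | Test system: HUVEC | Doses: One compound dose added by pin transfer | Buffer or medium: EGM-2 over gelatin coat | Signal: Immunofluorescence imaging | Benchmarks: TNF-alpha, DMSO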
RAD52 anneal inh = RAD52 DNA annealing inhibitors, primary screen, biochemical, FRET, single point, set 2 | DNA repair protein RAD52 homolog (Homo sapiens), P43351 | recombinant RAD52 DNA annealing, FRET fluorescence | inhibition, % at 18.7 µM | 360,000 tested, 0.46% active | AID 651710, 2012;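 active = every replicate showing at least 50% inhibition; inconclusive = mean inhibition at least 50% but not in every replicate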
Target sequence (P43351 whole entry, looked up): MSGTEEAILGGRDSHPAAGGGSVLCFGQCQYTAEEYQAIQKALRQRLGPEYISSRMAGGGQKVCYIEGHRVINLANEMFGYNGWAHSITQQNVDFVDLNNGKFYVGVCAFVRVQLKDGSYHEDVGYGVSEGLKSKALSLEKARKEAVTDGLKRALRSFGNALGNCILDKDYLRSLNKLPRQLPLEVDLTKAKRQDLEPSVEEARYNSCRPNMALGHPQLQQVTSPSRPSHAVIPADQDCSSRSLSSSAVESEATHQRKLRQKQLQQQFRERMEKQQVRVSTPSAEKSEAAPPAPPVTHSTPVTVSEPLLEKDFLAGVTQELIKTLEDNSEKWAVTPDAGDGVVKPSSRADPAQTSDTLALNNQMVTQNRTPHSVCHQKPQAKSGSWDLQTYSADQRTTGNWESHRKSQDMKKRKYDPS
Active calls of the source: *; i = inactive; ? = inconclusive; · = not tested or not shown; & = joins results of further samples.

1	Fc1ccc(NC(=S)NN=Cc2ccccc2Cl)cc1
2	CCC(=O)N1[C@H](CO)[C@@H](c2ccc(C3=CCCC3)cc2)[C@@H]1CN(C)C(C)=O
3	O=S(=O)(N[C@H]1CC[C@H](CCn2cc(C3(O)CCCC3)nn2)O[C@H]1CO)c1ccc(F)cc1
4	O=C1CCN(Cc2ccco2)C(=S)N1
5	C[C@@H]1CN([C@H](C)CO)C(=O)c2cc(-c3ccccc3)cnc2O[C@H]1CN(C)C(=O)Nc1ccccc1F
6	COCC(=O)Nc1ccc2c(c1)C(=O)N(C)[C@@H]1CC[C@H](CC(=O)NCc3ccccc3F)O[C@@H]1CO2
7	CCCn1cnc2c(Sc3c([N+](=O)[O-])ncn3C)nc(N)nc21
8	O=C(COc1coc(CN2CCN(c3ccccc3F)CC2)cc1=O)Nc1ccccc1
Assay by compound	1	2	3	4	5	6	7	8
S100A4 inh HTS	0	·	-18	3	3	-2	1	-1
Xi reactivation	0.3	0.0	-0.4	0.1	-0.1	0.5	0.3	0.0
esBAF inh	30	2	9	·	9	2	-6	-8
ERAP1 inh	4	·	0	1	-5	-1	0	1
RAD54 branch	2	2	4	6	-7	-3	-3	·
ERp5 inh	-4	·	-1	0	12	3	5	5
E-selectin induc	0.6	0.5	-0.3	-0.2	-0.1	0.2	-0.1	-0.1
RAD52 anneal inh	-6	·	-8	-4	13	-4	-6	0

9	Cc1csc(CN(C)C(=O)C2CCC(=O)N(CCN(C)C)C2)n1 (configuration not stated)
10	CCCNC(=O)[C@@H]1[C@@H](CO)[C@@H]2Cn3c(ccc(C4=CCCC4)c3=O)[C@H]1N2Cc1ccncc1
11	Cc1ccc(C(=O)N/C(=C\c2ccc(F)cc2)C(=O)NCCCn2ccnc2)cc1
12	Cc1cccc(NC(=O)CSc2c3c(nc4ccccc24)CCC3)n1
13	C[C@H]1CN([C@@H](C)CO)C(=O)CCCn2nncc2CO[C@@H]1CN(C)C(=O)Nc1ccc2c(c1)OCCO2
14	COc1ccc(NC(=O)NCCc2cccc(Cl)c2)cc1OC
15	Cc1occc1C(=O)Nc1nnc(-c2cccs2)s1
16	O=C(O)c1cc([N+](=O)[O-])ccc1Oc1ccccc1
Assay by compound	9	10	11	12	13	14	15	16
S100A4 inh HTS	-4	-7	6	-5	1	-1	-1	-7
Xi reactivation	0.1	0.6	-0.1	0.0	0.2	0.1	-0.1	0.2
esBAF inh	-6	0	1	·	38	·	·	·
ERAP1 inh	-2	-3	1	2	0	7	-3	0
RAD54 branch	12	-10	7	·	-5	·	·	·
ERp5 inh	6	1	-24	5	4	1	3	-2
E-selectin induc	·	-0.2	·	·	1.2	·	0.2	-0.2
RAD52 anneal inh	-23	35	-4	-16	-7	-3	-34	-10

17	CCCCCCN1C=CC=C/C1=C/C=C(C#N)C#N
18	COc1cccc(/C=C/C(=O)OCC(=O)N(C)CC(=O)Nc2ccccc2Cl)c1OC
19	COc1cc(C(=O)N2CCN(S(=O)(=O)c3cccs3)CC2)cc(OC)c1C
20	Cc1ccc(S(=O)(=O)N(C)C[C@H]2Oc3ccc(NC(=O)Nc4cccc5ccccc45)cc3CC(=O)N([C@H](C)CO)C[C@@H]2C)cc1
21	Cc1cccc(S(=O)(=O)N2CC[C@@H]3[C@H](CO)N(C)c4ccc(-c5ccc(C#N)cc5)cc4[C@@H]32)c1
22	CCc1ccccc1NC(=O)c1cc2sccc2n1C
23	CN(C)C(=O)c1cccc(-c2ccc3c(c2)[C@H]2[C@H](CCN2S(=O)(=O)c2cn(C)cn2)[C@@H](CO)N3)c1
24	CCN1CCN(c2cc(C)c3cc(NC(=S)NCCCN4CCc5ccccc5C4)ccc3n2)CC1
Assay by compound	17	18	19	20	21	22	23	24
S100A4 inh HTS	35	17	4	4	-13	-14	·	-3
Xi reactivation	0.0	0.1	0.5	0.8	0.2	0.0	0.0	0.0
esBAF inh	-6	-2	-7	0	-3	12	-6	-5
ERAP1 inh	3	-6	·	0	0	8	·	-2
RAD54 branch	·	-16	·	2	7	9	2	98*
ERp5 inh	-11	-10	1	3	2	-9	·	1
E-selectin induc	3.0	-0.4	3.4	0.1	-0.6	0.0	-0.3	0.2
RAD52 anneal inh	i	4	-17	25	-3	-7	·	106*

25	Cc1cc(NS(=O)(=O)c2ccc(NC(=O)C(C)Oc3cccc(C)c3C)cc2)nc(C)n1 (configuration not stated)
26	O=C(CSCc1ccc(F)cc1)NCc1ccc2c(c1)OCO2
27	O=[N+]([O-])c1ccc2cn(C3OC(CO)C(O)C3O)nc2c1 (configuration not stated)
28	CN(C)CC(=O)N[C@H]1CC[C@@H](CCNC(=O)C2CCC2)O[C@H]1CO
29	O=C(Nc1ccc(Cl)cc1)N[C@@H]1CC[C@H](CCNS(=O)(=O)c2ccccc2F)O[C@H]1CO
30	NC(=O)C1CCN(C(=O)CCc2ccsc2)CC1
31	C=C[C@@H](C)N(Cc1ccc(OC)cc1)S(=O)(=O)N(Cc1ccccc1)[C@H](C=C)C(C)C
32	COCc1cccc(-c2csc(C(NC(C)=O)c3ccccc3)n2)c1 (configuration not stated)
Assay by compound	25	26	27	28	29	30	31	32
S100A4 inh HTS	13	5	-1	2	-16	-3	0	-4
Xi reactivation	0.2	0.0	0.0	0.0	0.5	0.2	0.5	0.1
esBAF inh	2	·	-3	-4	1	·	-4	-10
ERAP1 inh	-4	-6	4	-4	2	2	-1	0
RAD54 branch	2	·	-4	-13	-3	2	2	3
ERp5 inh	8	2	2	-12	-2	-2	1	1
E-selectin induc	0.1	0.5	-0.1	0.3	0.1	-0.1	-0.2	0.0
RAD52 anneal inh	-10	-12	0	-1	-16	-2	5	-5

33	COc1ccc(NC2=CC(=O)CC(C)(C)C2)cc1
34	Cc1c(Br)c(C(=O)NCc2cc3cc(Cl)ccc3[nH]2)nn1C
35	Cc1onc(C(=O)N2CCN(Cc3ccccc3)CC2)c1[N+](=O)[O-]
36	CC1(C)C(=O)N(c2ccccc2)C(=O)c2ccccc21
37	O=C1CCN(S(=O)(=O)c2ccc(Cl)cc2)CC1
38	C[C@H]1CN([C@@H](C)CO)C(=O)c2cc(-c3ccc(F)cc3)cnc2O[C@H]1CN(C)C(=O)c1cccnc1
39	COc1ccc(/C=C/CN2CCCC(C(=O)c3cc(F)ccc3F)C2)cc1 (configuration not stated)
40	O=C1CN(c2ccccc2)C(=S)N1c1ccccc1
Assay by compound	33	34	35	36	37	38	39	40
S100A4 inh HTS	-3	-1	-5	0	1	3	-2	-3
Xi reactivation	0.4	-0.1	0.2	0.0	0.2	-0.2	0.1	0.0
esBAF inh	-7	·	1	·	2	1	·	0
ERAP1 inh	-2	1	-1	·	3	-3	12	0
RAD54 branch	2	·	-4	·	-5	-2	·	8
ERp5 inh	-1	-3	-1	4	1	0	0	2
E-selectin induc	2.3	·	-0.1	52*	-0.2	0.5	·	·
RAD52 anneal inh	-12	-76	-10	-12	-5	2	-5	-4

Record cards, as listed above. Screens in order: S100A4 inh HTS	Xi reactivation	esBAF inh	ERAP1 inh	RAD54 branch	ERp5 inh	E-selectin induc	RAD52 anneal inh
Cc1onc(C(=O)N2CCN(Cc3ccccc3)CC2)c1[N+](=O)[O-] in the list: -5	0.2	1	-1	-4	-1	-0.1	-10
COc1ccc(/C=C/CN2CCCC(C(=O)c3cc(F)ccc3F)C2)cc1 (configuration not stated) in the list: -2	0.1	·	12	·	0	·	-5
Cc1c(Br)c(C(=O)NCc2cc3cc(Cl)ccc3[nH]2)nn1C in the list: -1	-0.1	·	1	·	-3	·	-76
C[C@H]1CN([C@@H](C)CO)C(=O)c2cc(-c3ccc(F)cc3)cnc2O[C@H]1CN(C)C(=O)c1cccnc1 in the list: 3	-0.2	1	-3	-2	0	0.5	2
O=C1CCN(S(=O)(=O)c2ccc(Cl)cc2)CC1 in the list: 1	0.2	2	3	-5	1	-0.2	-5

(listing goes on)
41	O=C(CN1CCOCC1)N[C@@H]1CC[C@H](CCn2cc(C3CCCC3)nn2)O[C@@H]1CO
42	COCC(=O)Nc1ccc2c(c1)C(=O)N(C)C[C@H](OC)[C@H](C)CN(C(=O)c1ccccc1F)[C@@H](C)CO2
43	NS(=O)(=O)c1ccc(NC(=O)COC(=O)CSCc2ccc(F)cc2)cc1
44	C[C@@H]1CN([C@H](C)CO)C(=O)c2cc(NS(=O)(=O)c3ccc(F)cc3)ccc2O[C@@H](C)CCCCO[C@H]1CN(C)Cc1ccc(Cl)c(Cl)c1
45	O=C(NCCc1ccccc1)C1CCC(CNS(=O)(=O)c2ccccc2)CC1 (configuration not stated)
46	Cc1ccc(S(=O)(=O)N(C)C[C@@H]2Oc3c(NC(=O)C4CCCCC4)cccc3C(=O)N([C@H](C)CO)C[C@@H]2C)cc1
47	CCCNC(=O)N1[C@H](CO)[C@H](c2ccccc2)[C@@H]1CNC(=O)C1CC1
48	COc1ccc(N2CCN(C(=O)c3cc(=O)c4cc(C)c(C)cc4o3)CC2)cc1
Assay by compound	41	42	43	44	45	46	47	48
S100A4 inh HTS	-12	-27	0	49	16	109*	3	10
Xi reactivation	0.2	-0.2	0.3	0.2	0.0	-0.1	0.4	0.6
esBAF inh	·	-2	-9	-21	3	2	·	-8
ERAP1 inh	0	3	-2	-2	-4	-6	-2	-3
RAD54 branch	·	-15	-12	-1	8	4	·	-4
ERp5 inh	-3	-3	1	?	0	-3	2	0
E-selectin induc	-0.1	-0.1	1.8	-0.1	0.3	·	-0.1	-0.2
RAD52 anneal inh	-2	-1	-2	-21	-9	-7	11	-11

49	Cn1c(=O)c2cc(NC(=S)NCc3ccccc3F)ccc2n1Cc1ccc(F)cc1
50	COc1ccc(CN(C)C[C@H]2OCc3cnnn3CCCC(=O)N([C@H](C)CO)C[C@@H]2C)cc1
51	FC(F)(F)c1nnc2ccc(Sc3ccccn3)nn12
52	C[C@H](CO)N1C[C@H](C)[C@@H](CN(C)Cc2ccc(C(=O)O)cc2)Oc2c(NC(=O)c3ccc(-c4nccs4)cc3)cccc2C1=O
53	COc1ccc(CC(=O)Nc2cccc(S(=O)(=O)N3CCCC3)c2)cc1OC
Assay by compound	49	50	51	52	53
S100A4 inh HTS	-1	-1&-5	6	-2	-4
Xi reactivation	0.0	0.2&0.1	0.0	0.1	0.0
esBAF inh	2	-3&-4&-2	·	4	-37
ERAP1 inh	-4	-11&-1	6	3	0
RAD54 branch	4	-13&2	·	3	5
ERp5 inh	-6	0&4	0	-3	-9
E-selectin induc	-0.5	0.9&-0.4	0.0	-0.1	0.1
RAD52 anneal inh	-8	10&5	-8	-5	-23
